Tau FP inhib – tau fibrillization inhibition (FP). P10636. K18 P301L tau heparin fibrillization, Alexa594 FP, 6 h. Potency, µM (highest dose often 57.7 µM), without a hit: at the highest dose activity, negative = inhibition, actives largely listed as inhibitors. 280,000 tested, 0.39% active. AID 1468; note: nearly all actives have a fitted effect of over 55% in size
Target sequence (P10636 561-689 P618L limits assumed): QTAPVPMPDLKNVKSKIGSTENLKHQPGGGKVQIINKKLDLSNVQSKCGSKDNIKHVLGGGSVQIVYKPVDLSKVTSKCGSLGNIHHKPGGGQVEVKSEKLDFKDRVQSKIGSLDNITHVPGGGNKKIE
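Quantitative HTS format: compounds meet 15 uM recombinant K18 P301L tau and Alexa 594-tau tracer in 100 mM sodium acetate pH 7; 20 uM heparin triggers fibrillization at 37 C over 6 hr; FP gives the signal.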
TexasRed fluor – alters Texas Red total fluorescence, flagging assay interference | TRb/SRC2 Texas Red total fluorescence interference | Potency, µM (highest dose often 106 µM), without a hit: top-dose fluorescence change, negative = quenching | 280,000 tested, 0.29% active | AID 1479; active = well fitted curve in either direction with a large enough effect; inconclusive = small, poorly fitted or top-dose-only effect
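Human TRβ ligand-binding domain (0.6 uM) and Texas Red SRC2 peptide (20 nM) in Tris buffer with 1 uM T3 and 5% DMSO were incubated with pinned compound for 5 hr at ambient temperature. Total fluorescence was computed as S + 2P (555/632 nm).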
L3MBTL1 inh – inhibitors of human L3MBTL1; Q9Y468; AlphaScreen L3MBTL1–H3K9me1 peptide binding; Potency, µM (top dose mostly 57.1 µM), for inactives: top-dose activity, negative = inhibition, most hits filed as inhibitors; 230,000 tested, 0.66% active; AID 485360; note: nearly all actives have a fitted effect of over 60% in size
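AlphaScreen proximity signal between nickel-chelate acceptor and streptavidin donor beads (final 10 ug/mL) reports binding of 50 nM L3MBTL1 to 75 nM biotin-H3 K9me1 peptide; complex incubated with compounds 30 min at room temperature; cefsulodin titration as control.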
Tau fibril ThT – inhibitors of human tau fibril formation, thioflavin T binding. P10636. recombinant tau K18 P301L, heparin-induced fibrillization, ThT fluorescence. Potency, µM (titrated, usually from 57.4 µM), without a hit: top-dose activity, negative = inhibition, usual class: inhibitors. 270,000 tested, 2.1% active; note: nearly all actives have a fitted effect of over 55% in size
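K18 P301L tau (15 uM + 0.24 uM Alexa 594-tagged), heparin 20 uM, NaOAc pH 7, 6 h 37 C; ThT 30 uM, 1 h RT, ex 450/em 510 nm.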
TRb-SRC2 inh – disrupts binding of human TR beta to SRC2; P10828; TRbeta-SRC2 peptide binding, fluorescence polarization; receptor liganded with 1 µM T3; Potency, µM (titrated, usually from 106 µM), inactives show at the highest dose activity change, negative = inhibition, most hits filed as inhibitors; 280,000 tested, 0.065% active;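 note: plate controls were bound peptide for no effect and peptide without receptor for full effect; nearly all actives have a fitted effect of over 50% in size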
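Quantitative HTS by FP: 0.6 uM TRb LBD, 20 nM labeled SRC2 20-mer, 1 uM T3, 5% DMSO; 5 hr ambient incubation; % activity per concentration and potencies from concentration series.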
aGal spleen mod – inhibits or activates alpha-galactosidase in human spleen homogenate. AID 2107. human spleen homogenate, 4MU-alpha-Gal fluorescence, 40 min. Potency, µM (titrated, usually from 80 µM), without a hit: at the top dose activity change, negative = inhibition, actives largely listed as inhibitors. 240,000 tested, 0.008% active;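 note: 0% = enzyme with vehicle and -100% = no enzyme basal signal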
Target sequence (P06280 32-429 limits assumed): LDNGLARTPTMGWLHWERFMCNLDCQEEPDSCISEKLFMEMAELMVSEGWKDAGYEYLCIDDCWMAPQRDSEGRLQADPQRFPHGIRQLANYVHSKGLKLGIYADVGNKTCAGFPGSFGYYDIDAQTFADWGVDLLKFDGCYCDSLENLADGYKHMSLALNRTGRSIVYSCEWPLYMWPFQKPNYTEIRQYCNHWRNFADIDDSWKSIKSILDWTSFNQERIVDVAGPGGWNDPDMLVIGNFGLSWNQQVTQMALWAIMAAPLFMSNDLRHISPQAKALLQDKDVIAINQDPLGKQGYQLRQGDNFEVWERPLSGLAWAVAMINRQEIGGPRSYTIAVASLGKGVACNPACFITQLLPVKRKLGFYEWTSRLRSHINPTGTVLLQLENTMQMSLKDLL
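qHTS titration in buffer at pH 5.0. Alpha-galactosidase activity in spleen homogenate was measured via 4-methylumbelliferone release from 1 mM fluorogenic substrate after 40 min at 37C and a pH 10 stop. AC50 came from Hill fits of control-normalized data.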
ALDH1A1 inh – inhibitors of human aldehyde dehydrogenase 1A1. Purified ALDH1A1, NADH fluorescence, propionaldehyde substrate. Potency, µM (top dose mostly 75.3 µM), without a hit: at the top dose activity, negative = inhibition, hits mostly inhibitors. 220,000 tested, 7.3% active; active = well fitted inhibition curve with a large enough effect, not every such curve was filed as active; inconclusive = small, poorly fitted or top-dose-only effect, or another doubt; inactive = no such curve, though single readings can be large or run the other way;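 note: plate controls were no enzyme wells and a reference inhibitor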
Target sequence (P00352 whole entry, looked up): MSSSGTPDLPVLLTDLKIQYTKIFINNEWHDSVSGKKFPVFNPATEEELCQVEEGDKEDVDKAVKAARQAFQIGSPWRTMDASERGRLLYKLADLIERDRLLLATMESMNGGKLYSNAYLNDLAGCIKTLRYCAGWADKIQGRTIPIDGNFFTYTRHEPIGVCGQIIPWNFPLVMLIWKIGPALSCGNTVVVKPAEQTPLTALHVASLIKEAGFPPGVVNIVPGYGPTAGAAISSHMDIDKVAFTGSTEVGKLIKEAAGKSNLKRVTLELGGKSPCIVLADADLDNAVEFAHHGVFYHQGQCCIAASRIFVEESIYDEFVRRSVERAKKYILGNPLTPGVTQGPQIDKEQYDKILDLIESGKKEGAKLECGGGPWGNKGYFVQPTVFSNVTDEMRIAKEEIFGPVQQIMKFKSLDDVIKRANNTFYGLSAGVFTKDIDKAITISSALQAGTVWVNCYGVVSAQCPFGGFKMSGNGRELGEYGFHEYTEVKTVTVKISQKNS
Tau fluor counter – counter-screen for tau fibril formation inhibitors | tau K18 P301L (four-repeat tau fragment) Alexa594 fluorescence, heparin fibrillization | Potency, µM (doses to about 57.7 µM), for the others: at the highest dose activity change, negative = decrease | 280,000 tested, 0.93% active; note: nearly all actives have a fitted effect of over 55% in size
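Human K18 P301L tau (15 uM unlabeled plus 0.24 uM Alexa 594-labeled, final) in 100 mM sodium acetate pH 7 was mixed with compound and 20 uM heparin and incubated 6 hr at 37 C.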
An asterisk follows results filed as active; ? = inconclusive; nt = no result given; [ ] = dose if it differs, or a comment. Unless noted, calls come from the whole dose curve; as a rule, active = well fitted curve in the direction sought with a large enough effect; inconclusive = small, poorly fitted or top-dose-only effect, or another doubt; inactive = no such curve, though single readings can be large; an effect the other way counts as inactive or inconclusive. Unless noted, % is set by controls: 0 for no effect and ±100 for the full control effect; potency is the fitted concentration of half-maximal effect.

SMILES	Tau FP inhib	TexasRed fluor	L3MBTL1 inh	Tau fibril ThT	TRb-SRC2 inh	aGal spleen mod	ALDH1A1 inh	Tau fluor counter
Cc1ccc(NC(=O)CN(C)C(=O)CSc2nc3ccccc3c(=O)n2Cc2ccco2)cc1	-1%	3%	-2%	?	-2%	-2%	4%	-12%
O=C(NN1C(=O)C2C(C1=O)C1C=CC2C12CC2)c1ccncc1 (centres undefined)	?	-9%	-1%	10µM*	3%	8%	?	?
O=C(CCCN1C(=O)/C(=C\c2cccs2)SC1=S)NNC(=O)c1ccncc1	-8%	0%	0%	-8%	-3%	-6%	3%	-2%
Cc1oc2c(CN(C)C)c(O)ccc2c(=O)c1-c1cscn1	-5%	-3%	-6%	-16%	0%	4%	?	-6%
Cc1cccc(Nc2c3c(nc4nncn24)CCC3)c1	4%	0%	nt	1%	3%	nt	nt	1%
COc1cc(C(=O)O/N=C2\C=CC(=O)C=C2C)cc(OC)c1OC	-9%	6%	-2%	?	2%	-4%	-9%	-19%
COc1ccc(C(=O)c2sc3nc(-c4ccc(OC)cc4)ccc3c2N)cc1	-4%	-17%	26%	-14%	8%	-3%	-1%	?
Cc1ccc(S(=O)(=O)NNC2=NCCCCC2)cc1	5%	-2%	-2%	-3%	2%	-3%	?	-2%
Cc1c(C(=O)Nc2ccc(F)cc2F)oc2c1-c1nn(Cc3c(F)cccc3Cl)cc1CC2	0%	-2%	nt	-6%	-2%	nt	nt	2%
COC(CNC(=O)CSCc1nc(-c2ccc(SC)cc2)oc1C)OC	2%	-1%	nt	-12%	1%	-6%	?	-8%
CCOC(=O)CC(=O)Nc1ccc(Br)cc1C(=O)O	-12%	-3%	5%	-4%	-7%	6%	2%	-5%
Cc1ccc2c(Cl)c(C)c(N3CCCCC3)nc2n1	8%	-2%	17%	-6%	-1%	2%	5%	4%
CNC(=S)NNC(=O)c1oc2nc(-c3ccccc3)cc(C)c2c1N	8%	-1%	nt	nt	5%	-8%	nt	-5%
Nc1nc2ncc(C(=O)c3cc(F)ccc3O)cc2s1	-4%	-2%	8%	-17%	6%	5%	3%	-11%
Cc1ccc(-n2c(SC3CCOC3=O)nc3ccccc3c2=O)cc1 (centres undefined)	-7%	-2%	nt	-1%	-7%	-9%	-13%	-2%
Cc1ccc(N2CC(C(=O)Nc3ccc4c(c3)OCO4)CC2=O)cc1 (centres undefined)	4%	1%	1%	-3%	?	-7%	1%	-7%
S=C(NCc1cccs1)Nc1cccc(Cl)c1	-4%	1%	11%	-3%	6%	-8%	5%	-25%
CCC1=C2CC[C@H]3C(=O)NC(=O)[C@H]3[C@H]2[C@@]2(C)C(=NCCOC)OC(=O)N2C1=O	2%	-13%	nt	-10%	6%	2%	-4%	-13%
CCOCCCNS(=O)(=O)c1ccc2c(c1)oc(=O)n2CC(=O)OCC	-7%	0%	5%	0%	-12%	0%	-3%	4%
O=C(c1cccc(F)c1)N1CCC(c2nc3ccccc3s2)CC1	-6%	-1%	nt	-10%	0%	6%	-18%	-9%
CCOC(=O)c1[nH]c(CO)c(C(=O)OCC)c1C	2%	-3%	-7%	-8%	-3%	9%	4%	-10%
COc1ccccc1NC(=O)N1CCN(c2ccnc3cc(Cl)ccc23)CC1	?	-2%	nt	nt	4%	-5%	nt	-7%
Cc1cn2c(=O)cc(COC(=O)c3cccc(NC(=O)c4ccccc4Cl)c3)nc2s1	?	0%	nt	12%	8%	nt	nt	-2%
COc1ccc(CNc2n[nH]c(-c3ccco3)n2)cc1OC	-3%	-29%	nt	-1%	-6%	nt	nt	-5%
Nc1nc2ccc(S(=O)(=O)N3CCCCC3)cc2s1	?	-1%	8%	32µM*	6%	-1%	6.3µM*	-23%
SMILES	Tau FP inhib	TexasRed fluor	L3MBTL1 inh	Tau fibril ThT	TRb-SRC2 inh	aGal spleen mod	ALDH1A1 inh	Tau fluor counter
Cc1cc(C(=O)Nc2nnc(C(F)(F)F)s2)no1	2%	-1%	11%	-6%	-3%	7%	5%	-6%
O=[N+]([O-])/C(C(=C(Cl)Cl)N1CCN(Cc2ccccc2)CC1)=C1\NCCN1Cc1ccc(Cl)nc1	-3%	-7%	nt	-5%	2%	-10%	-8%	-3%
COc1cc(C(=O)NCC(c2ccco2)N2CCCC2)ccc1OCc1c(C)noc1C (centres undefined)	-1%	-4%	-2%	-11%	3%	-13%	2%	-4%
CCOC(=O)Cn1nc(C)c(NC(=O)COc2ccc(F)cc2F)c1C	4%	-3%	9%	-1%	2%	2%	3%	-1%
Cc1ccn2cc(-c3cccc(NC(=O)c4cccs4)c3)nc2c1	-4%	-2%	-10%	-2%	-6%	3%	11%	-12%
CC(=O)Nc1cccc(Nc2nc(-c3ccccc3)nc3ccccc23)c1	?	-1%	nt	14%	3%	1%	-15%	?
Clc1ccc(CN2C3=NCCCN3c3ccccc32)cc1	10%	-12%	23%	9%	-6%	7%	2%	11%
CCOC(=O)c1sc2cccc(F)c2c1S(=O)(=O)NCc1ccccc1Cl	-9%	-1%	nt	1%	-9%	nt	nt	-16%
CN(c1ccc(OCC(=O)OCC(=O)Nc2ccccc2F)cc1)S(=O)(=O)c1cccs1	-5%	2%	-7%	-18%	-1%	3%	0%	?
COc1ccc(CCNC(=O)C2c3ccccc3C(=O)N2Cc2ccccc2)cc1OC (centres undefined)	1%	-1%	nt	1%	0%	nt	nt	-1%
O=S1(=O)NC(=NC2CCCCCC2)c2ccccc21	-1%	2%	-18%[11.4 µM]	1%	-13%	6%	0%	-1%
O=C(CN1CCOCC1)N1N=C(c2cccs2)CC1c1cccs1 (centres undefined)	-1%	0%	0%	0%	10%	8%	-3%	2%
Cc1noc(C)c1-c1nccc(-n2ccnc2)n1	-9%	-6%	nt	-10%	-7%	14%	3%	-14%
Cc1c(C(=O)O)sc(S(=O)(=O)N2CCNCC2)c1C(=O)O	-7%	1%	-22%	-13%	-3%	5%	?	-11%
CCOC(=O)c1cc(-c2ccc(F)cc2)n(CC(=O)N2CCCC2)c1C	-10%	-1%	-13%	-6%	-6%	3%	15%	-5%
Cc1sc2ncnc(OCC(=O)NCc3cccs3)c2c1C	0%	2%	4%	-4%	-4%	-3%	-6%	-1%
COc1ccccc1NC(=O)N1CCN(C(=O)Nc2ccccc2OC)CC1	1%	1%	nt	-5%	7%	-2%	nt	-5%
O=C(NCc1cccnc1)c1cc2nc(-c3ccc4c(c3)OCO4)cc(C(F)(F)F)n2n1	7%	-1%	-3%	4%	6%	12%	?	-11%
COc1ccccc1-n1nc(C)cc1N	-1%	0%	nt	2%	-2%	-3%	9%	-1%
Nc1ccccc1S(=O)(=O)O	nt	1%	nt	nt	-4%	5%	-6%	nt
O=C(CCCO)NNc1c2ccccc2nc2ccccc12	-5%	-2%	3%	?	0%	6%	nt	-14%
CC1Cc2ccccc2N1C(=O)CSc1nc2cc3c(cc2cc1C#N)OCO3 (centres undefined)	-6%	1%	3%	-6%	-14%	1%	?	?
FC(F)(F)c1ccncc1-c1nnc(C2CCCCC2)o1	-7%	-4%	7%	-4%	2%	-3%	nt	-9%
CN(C)S(=O)(=O)c1ccc(N2CCOCC2)c(C(=O)O)c1	9%	-4%	nt	-4%	-6%	-9%	2%	-3%
Cc1ccc(/C=C/C(=O)O)cc1S(=O)(=O)Nc1ccc2c(c1)OCO2	3%	2%	22%	4%	-10%	-21%	?	-5%

Four of the compounds above, with two lines to a compound.
Sequence of screens – Tau FP inhib | TexasRed fluor | L3MBTL1 inh | Tau fibril ThT | TRb-SRC2 inh | aGal spleen mod | ALDH1A1 inh | Tau fluor counter
- COc1ccc(CNc2n[nH]c(-c3ccco3)n2)cc1OC
→ -3% | -29% | nt | -1% | -6% | nt | nt | -5%
- Nc1nc2ccc(S(=O)(=O)N3CCCCC3)cc2s1
→ ? | -1% | 8% | 32µM* | 6% | -1% | 6.3µM* | -23%
- Cc1cc(C(=O)Nc2nnc(C(F)(F)F)s2)no1
→ 2% | -1% | 11% | -6% | -3% | 7% | 5% | -6%
- O=[N+]([O-])/C(C(=C(Cl)Cl)N1CCN(Cc2ccccc2)CC1)=C1\NCCN1Cc1ccc(Cl)nc1
→ -3% | -7% | nt | -5% | 2% | -10% | -8% | -3%

Continuation.
SMILES	Tau FP inhib	TexasRed fluor	L3MBTL1 inh	Tau fibril ThT	TRb-SRC2 inh	aGal spleen mod	ALDH1A1 inh	Tau fluor counter
COc1ccccc1Nc1c2c(nc3ccc(NC(=O)/C=C/c4cc(OC)c(OC)c(OC)c4)cc13)CCCC2	?	-10%	nt	14µM*	-2%	nt	nt	10µM*[quencher]
CS(=O)(=O)N1CCN(C(=O)c2ccc(F)cc2)CC1	2%	-2%	nt	-4%	2%	5%	5%	1%
O=c1c2c3c(sc2nnn1Cc1ccc(F)cc1)CCCC3	-4%	2%	nt	-11%	3%	nt	nt	-19%
COC(=O)c1ccc(NC(=O)CSCc2ccccc2C)cc1	?	-1%	nt	?	4%	12%	-8%	?
C[C@H](NC(=O)c1nc[nH]c1C(=O)NCC(=O)OC(C)(C)C)C(=O)OC(C)(C)C	-6%	-1%	nt	-6%	-7%	2%	nt	-5%
O=C(NCc1ccc(F)cc1)C(=O)Nc1ccc2nc3n(c(=O)c2c1)CCCCC3	-11%	0%	nt	0%	-6%	nt	nt	3%
Cn1cnnc1SCc1ccc(-c2ccc(Br)cc2)o1	0%	0%	-6%	?	6%	1%	?	-5%
COc1cccc(CN2CCCC(C(=O)c3ccc4c(c3)OCO4)C2)c1OC (centres undefined)	-6%	-6%	-6%	-4%	-4%	-8%	0%	-6%
CCC(=O)Nc1ccc(NC(=O)CSc2nnc(C(C)C)n2C)cc1	-5%	3%	2%	-5%	0%	0%	8%	3%
COc1ccc(/C(O)=C2/C(=O)C(=O)N(CCCN(C)C)C2c2ccccc2)cc1OC (centres undefined)	2%	-4%	-3%	-5%	-5%	0%	0%	-7%
CCCS(=O)(=O)N1CCC(C(=O)N2CCOCC2)CC1	-3%	-4%	-1%	-15%	6%	7%	?	-10%
CCNc1nc(NCC)n2c(SCC(=O)NC34CC5CC(CC(C5)C3)C4)nnc2n1	7%	2%	5%	1%	-4%	11%	-3%	0%
C=CCn1c(-c2c[nH]c3ccccc23)n[nH]c1=S	-4%	-1%	1%	-5%	-22%	2%	?	-5%
CC(=O)c1c(C)nn(CC(O)COc2ccc3c(c2)CCC3)c1C (centres undefined)	9%	3%	12%	2%	-1%	6%	-5%	6%
Cc1c(C(=O)NCc2ccccc2)c(-c2ccccc2)nn1-c1ccccc1	1%	3%	nt	-17%	-2%	0%	?	-14%
